Screening results (PubChem BioAssay)
S1P4 antagonist: human S1P4 receptor antagonism; S1P4-expressing cells, antagonist mode, reporter read-out; actives 0.26% (n = 220,000); inhibition, % at 4.98 µM; in the data active = inhibition above about 29%;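 also: 0% = wells stimulated with agonist and 100% = vehicle wells without agonist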
S1P4 ag: activates the human S1P4 receptor | O95977 | S1P4-expressing cell line, agonist reporter assay | activation, % at 4.98 µM | actives 0.35% (n = 220,000) | AID 1509; in the data active = activation above about 11%;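 also: 0% = DMSO vehicle and 100% = reference agonist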
TRPML3 ag: activates the human TRPML3 channel; activation, % at 3 µM; actives 0.29% (n = 220,000); HEK293 TRPML3-YFP, Fluo-8 calcium fluorescence; 100% = the carbachol control signal; Q8TDD5; AID 1448;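 active = activation above its plate's cutoff, the mean activation of the plate's test wells plus 3 SD, cut at about 12% in these data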;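 also: 0% = DMSO only wells and 100% = carbachol wells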
Target sequence (Q8TDD5 whole entry, looked up): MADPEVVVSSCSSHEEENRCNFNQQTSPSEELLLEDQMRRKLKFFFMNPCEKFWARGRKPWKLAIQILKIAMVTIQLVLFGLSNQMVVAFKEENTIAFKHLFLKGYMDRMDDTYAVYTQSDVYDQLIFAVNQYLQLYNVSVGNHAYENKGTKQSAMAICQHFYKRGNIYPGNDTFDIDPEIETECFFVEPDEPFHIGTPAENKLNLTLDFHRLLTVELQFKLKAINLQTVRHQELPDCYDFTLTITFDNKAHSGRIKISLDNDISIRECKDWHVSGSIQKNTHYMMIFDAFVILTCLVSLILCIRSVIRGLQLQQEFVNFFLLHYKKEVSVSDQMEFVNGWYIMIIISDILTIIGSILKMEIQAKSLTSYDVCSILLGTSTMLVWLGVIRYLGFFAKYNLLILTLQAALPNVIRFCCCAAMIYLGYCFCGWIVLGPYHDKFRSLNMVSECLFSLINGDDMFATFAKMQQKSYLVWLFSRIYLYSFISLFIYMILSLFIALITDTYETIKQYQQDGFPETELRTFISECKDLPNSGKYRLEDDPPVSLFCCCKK
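Material: HEK293 cells stably carrying human TRPML3-YFP; compound dosing: single dose, 3 µM final nominal compound, 0.3% DMSO final; incubation: 1-h 37 °C dye load, 5-s basal, 120-s post-compound reads; technique: Fluo-8 intracellular calcium fluorescence, excitation 470-495 nm, emission 515-575 nm; read-out basis: percent activation from peak-to-basal fluorescence ratio, scaled between DMSO and carbachol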
NPY-Y1 PAM-ag: human NPY-Y1 potentiation or agonism, primary screen | NPY-Y1 expressing cells, potentiator/agonist activation | activation, % at 3.6 µM | actives 0.37% (n = 220,000) | AID 1304; in the data active = activation above about 33%, passing the limit was not always enough;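 also: cells stimulated with NPY at EC10 then isoproterenol at EC100; 0% = low agonist plus stimulus and 100% = saturating agonist plus stimulus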
NPY Y1 blocker: antagonists of human neuropeptide Y receptor Y1 | P25929 | HEK293-CNG Y1 cells, membrane potential fluorescence; NPY at EC95, then isoproterenol | inhibition, % at 3.6 µM | actives 1% (n = 200,000) | AID 1040;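 active = inhibition above the campaign mean inhibition of all tested compounds plus 3 SD, cut at about 20% in these data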;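 also: 0% = DMSO wells given NPY plus isoproterenol and 100% = isoproterenol alone without NPY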
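Material: HEK293 cells with Y1 receptor plus CNG channel; times: compound incubation 1 h at room temperature, readout 45 min post-stimulation; signal: fluorescence, membrane potential probe; read-out basis: fluorescence ratio normalized to % inhibition between controls; benchmarks: full-block control isoproterenol-only wells, zero-block control NPY plus isoproterenol wells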
TRPN1 ag: agonists of zebrafish TRPN1 channel | actives 0.18% (n = 220,000) | activation, % at 3 µM | HEK293 zebrafish TRPN1-YFP, Fluo-8 calcium fluorescence; 100% = response to 87 µM carbachol;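 active = activation above its plate's cutoff, the mean activation of test wells on that plate plus 3 SD, cut at about 19% in these data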;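 also: 0% = DMSO alone and 100% = 87 µM carbachol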
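Control set: carbachol 87 µM as high control, DMSO as low control; system: HEK293 stable line with zebrafish TRPN1-YFP; read-out: % activation versus carbachol response; detection: intracellular calcium fluorescence with Fluo-8; doses: single test compound dose, 3 µM nominal, 0.3% DMSO; schedule: dye 1 h 37 °C plus 30 min RT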
NPY-Y2 PAM-ag: human NPY-Y2 potentiation or agonism, primary screen; P49146; cells expressing NPY-Y2, potentiator/agonist read-out; activation, % at 3.6 µM; actives 0.45% (n = 220,000); in the data active = activation above about 27%;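 also: cells stimulated with NPY near EC25 plus isoproterenol at EC100; 0% = vehicle plus submaximal agonist and 100% = vehicle plus saturating agonist; some results beyond the cut were filed as inactive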
CHOP inh: blocks CHOP induction under ER stress; CHO-K1 CHOP-promoter luciferase, tunicamycin-induced, 15-18 h; inhibition, % at 10 µM; AID 2732; actives 3.8% (n = 220,000);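 active = compounds that reduced the stress-induced luciferase reporter signal by more than about 70% of percent inhibition, limit read from the data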;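 also: 0% = tunicamycin plus vehicle and 100% = wells without tunicamycin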
EP2 modulator: EP2 receptor (human) modulation. AID 940. induction, % at 25 µM. actives 0.83% (n = 260,000). EP2-expressing cells, cAMP HTRF FRET, PGE2 co-stimulation;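 active = compounds whose cAMP rise, as percent of the full-agonist control response, exceeds 60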;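 also: rat C6 glioma line stably carrying human EP2 under a CMV promoter; the protocol text gives 20 µM as final concentration; 100% = response of wells given 1 µM PGE2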
Target sequence (P43116 whole entry, looked up): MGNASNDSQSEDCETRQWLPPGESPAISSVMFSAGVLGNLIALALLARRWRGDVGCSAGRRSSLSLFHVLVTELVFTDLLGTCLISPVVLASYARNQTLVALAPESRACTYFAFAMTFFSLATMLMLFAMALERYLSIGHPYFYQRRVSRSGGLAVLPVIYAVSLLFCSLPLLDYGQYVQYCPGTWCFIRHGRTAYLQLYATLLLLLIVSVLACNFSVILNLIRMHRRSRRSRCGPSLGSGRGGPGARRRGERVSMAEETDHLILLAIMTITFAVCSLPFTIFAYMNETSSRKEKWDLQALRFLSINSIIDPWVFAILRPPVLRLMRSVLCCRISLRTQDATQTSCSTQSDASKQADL
The depositor's hits bear a star; nt = not tested or not shown; & = joins results of further samples.

SMILES	S1P4 antagonist	S1P4 ag	TRPML3 ag	NPY-Y1 PAM-ag	NPY Y1 blocker	TRPN1 ag	NPY-Y2 PAM-ag	CHOP inh	EP2 modulator
COc1ccc(C(=O)Cc2ccc3c(c2)OCO3)c(O)c1	-7	1.3	0.6	-2	2	-0.4	-4	12	28
O=C(c1cc2nc(-c3ccco3)cc(C(F)(F)F)n2n1)N1CCCc2ccccc21	-7	0.3	0.3	-11	0	1.6	-9	71*	36
CC(=O)Nc1ccc2nc(-c3ccccn3)[nH]c2c1	-8	1.8	0.5	-6	-3	0.6	0	-19	2&-33
N#Cc1c(N)nc2c(c1-c1ccc(Br)s1)CCCC2	7	-0.5	0.9	2	1	0.7	-8	21	15
O=S(=O)(c1ccccc1)C(/C=N\O)/C=C/c1ccccc1 (configuration not stated)	-5	-1.9	-0.2	10	1	-0.2	4	-67	-72
CCOC(=O)c1ccc(NC(=S)NCC(O)c2ccccc2)cc1 (configuration not stated)	9	-0.9	1.1	2	-4	4.1	1	1	-6
CCCCCCOc1ccc(N2C(=O)CC(N(CCc3ccc(S(N)(=O)=O)cc3)C(C)=O)C2=O)cc1 (configuration not stated)	8	0.8	0.6	2	-1	0.8	1	15	-40
Cc1ccccc1Cn1cnc2ccccc2c1=O	-11	-0.6	0.5	-5	4	-0.5	7	30	36
N/C(=N\OC(=O)c1ccc(Cl)c(Cl)c1)c1cccnc1	-21	0.8	1.0	-19	1	-0.9	-21	-8	-17
Cc1cccc(NC(=O)CN2C(=O)NC(C)(c3ccc4c(c3)OCO4)C2=O)c1 (configuration not stated)	-4	1.9	1.3	-7	-2	0.2	6	-16	26
COc1ccc(/C=C2\CCc3c2nc2ccccc2c3C(=O)O)cc1OC	12	0.5	1.1	13	nt	0.6	-6	10	-4
COc1cc(NC(=S)Nc2ccc(S(=O)(=O)N3CCOCC3)cc2)cc(OC)c1OC	-3	2.1	0.6	-40	1	-0.6	-9	22	-10
COC(=O)C(NC(=O)c1ccccc1Cl)(Nc1ncc(S(=O)(=O)c2ccc([N+](=O)[O-])cc2)s1)C(F)(F)F (configuration not stated)	2	-0.4	4.1	14	10	6.6	-6	2	25
CN(C)c1cccc(C(=O)Nc2ccc3nc4n(c(=O)c3c2)CCCCC4)c1	-12	2.7	0.4	8	2	1.5	-12	36	-47
O=C(Nc1nc(-c2ccccc2)cs1)c1cccs1	4	0.3	-0.5	-7	7	-1.8	-9	49	-28
COc1cccc(SCC(=O)N2CCN(c3ccccc3)CC2)c1	6	-1.9	-0.5	-20	nt	-0.7	-30	23	-35
CCOC(=O)C1CCN(Cc2c(O)c3ccccc3oc2=O)CC1	4	-1.6	0.3	-3	8	0.5	4	3	14
Cc1cnc(C(=O)NCCc2ccc(S(=O)(=O)NC(=O)NC3CCCCC3)cc2)cn1	-10	1.1	0.4	4	1	-0.4	8	4&18	40&15
O=C(Nc1ccc(C(=O)O)cc1)/C(=C\c1ccco1)NC(=O)c1ccccc1	-9	0.8	1.1	6	-2	0.0	5	-18	36
Cc1ccc(S(=O)(=O)Cc2ccccc2Cl)cc1	-4	0.2	2.0	1	2	0.6	10	25	6
O=c1c(Cl)cc(Cl)nn1-c1ccccc1	0	-0.3	0.3	12	1	2.0	10	-33	20
CCc1cc(C=NC2CCCCC2)c(O)s1	17	0.1	-0.3	-8	4	-1.8	10	-32	-15
CC(C(=O)O)N1C(=O)/C(=C/C=C/c2ccco2)SC1=S (configuration not stated)	-27	-0.9	0.4	-16	6	1.0	-3	nt	nt
Brc1ccc2[nH]c3c(c2c1)CCC3	4	1.4	0.9	-6	nt	-0.2	-8	0	20
CCCOc1ccc(C2C(=O)N(C3CCCCC3)CC(=O)N2CCC)cc1OC (configuration not stated)	-2	-0.9	0.2	7	2	-0.5	6	12	6
CCCCCCC1CC(CCC(=O)Nc2ccc([N+](=O)[O-])cc2)C(=O)O1 (configuration not stated)	1	-2.9	0.2	14	-2	1.6	2	84*	31
COc1ccc(-c2cc(NCc3ccccn3)n3ncnc3n2)cc1	-16	0.6	0.1	-18	-4	-0.1	9	-10	-17
CCOC(=O)c1csc(-c2snnc2C)n1	4	-0.1	0.3	-8	nt	-0.3	-6	-28	10
O=C(OCc1nnc(-c2ccccc2)o1)c1ccc(CO)cc1	3	-1.3	1.1	-23	3	1.6	-2	5	-41
Cc1cccc(NC(=O)C2CCN(S(=O)(=O)c3c(C)noc3/C=C/c3ccco3)CC2)n1	-15	0.6	2.4	-13	-3	0.9	-5	60	-65
CC1=C(C(=O)Nc2ccc(Cl)cc2)C2(CCCCC2)C(C(N)=O)C(=S)N1 (configuration not stated)	-18	1.7	0.1	25	-7	0.7	17	18	12
O=C(Nc1nnc(-c2cccs2)s1)C1CC1	-8	1.2	1.1	3	-9	-0.8	-4	0	7
Cc1cccc(N2C(N)=C(C#N)C(C#N)(C#N)C2c2ccccc2)c1 (configuration not stated)	-1	-1.4	-1.3	-6	-6	-2.2	3	-9	21
COCCSc1nnc(NC(=O)C2CC(=O)N(c3ccc(Cl)cc3)C2)s1 (configuration not stated)	12	0.3	0.3	-16	1	1.9	-21	3	-42
C1CCc2c(nnc3c2-c2nonc2CC3)C1	-4	-1.9	0.5	-16	1	-0.2	-6	-11	2&5
[NH-]c1ncnc2c1N=C[N+]2=CC=CCO	-5	0.3	0.5	16	nt	0.1	-5	28	-27
Cc1cccc(OCC(=O)O/N=C(\N)Cc2ccc([N+](=O)[O-])cc2)c1	-10	-2.2	-1.3	-15	6	-2.3	-11	16	10
COc1cccc(CNC(=O)CCNS(=O)(=O)c2cccs2)c1	-27	2.1	0.6	5	3	1.8	23	-22	-11
Cc1ccc(N(CC(=O)NN=C2CCN(C)CC2)S(=O)(=O)c2ccc(C)cc2)cc1	0	0.2	0.5	2	3	1.2	-7	7	13
COC(=O)c1cc(Br)ccc1OC(=O)c1cccnc1	2	-1.0	-0.7	5	-7	1.0	-26	19	12
O=C(Nc1ccc(-n2cnnn2)cc1)C(c1ccccc1)c1ccccc1	-10	1.8	-0.7	0	0	-0.5	6	25	13
Cc1csc(NC(=O)c2cc3c(s2)CCCC3)n1	-9	0.6	0.1	-5	-4	-0.6	-20	nt	-25
Cc1cc(NC(=O)Cn2c(=O)c3c(ncn3CC(C)C)n(Cc3ccccc3)c2=O)no1	-14	1.3	-0.2	12	-4	-0.6	7	-6	18
CCOc1cc(C)c(Cl)cc1S(=O)(=O)NC1CC(C)(C)NC(C)(C)C1	-4	-1.1	1.0	7	2	1.3	-11	27	-31
CCCn1nc(NS(=O)(=O)c2ccccc2)c2cc3cc(C)ccc3nc21	4	1.3	0.4	-10	-2	-0.7	-3	-14	40
O=C(c1cccnc1)N1CCN(Cc2cccc(F)c2)CC1	-2	-1.4	0.2	8	7	0.4	-8	-25	-5
O=C(C1=C[C@@H](c2ccc3c(c2)OCO3)C[C@@H](OCCCCO)O1)N1CCN(Cc2ccc3c(c2)OCO3)CC1	-6	-0.9	0.1	-4	5	-0.8	-1	20	-21
O=C(COC(=O)CC1CC2CCC1C2)Nc1c(F)cccc1F (configuration not stated)	-6	0.6	0.9	-25	0	-2.4	-7	10	-12

An excerpt from the list above:
SMILES	S1P4 antagonist	S1P4 ag	TRPML3 ag	NPY-Y1 PAM-ag	NPY Y1 blocker	TRPN1 ag	NPY-Y2 PAM-ag	CHOP inh	EP2 modulator
O=C(C1=C[C@@H](c2ccc3c(c2)OCO3)C[C@@H](OCCCCO)O1)N1CCN(Cc2ccc3c(c2)OCO3)CC1	-6	-0.9	0.1	-4	5	-0.8	-1	20	-21
O=C(COC(=O)CC1CC2CCC1C2)Nc1c(F)cccc1F (configuration not stated)	-6	0.6	0.9	-25	0	-2.4	-7	10	-12

(continued)
SMILES	S1P4 antagonist	S1P4 ag	TRPML3 ag	NPY-Y1 PAM-ag	NPY Y1 blocker	TRPN1 ag	NPY-Y2 PAM-ag	CHOP inh	EP2 modulator
CCOc1cc(N2CCOCC2)c(OCC)cc1NC(=O)c1c(-c2ccccc2Cl)noc1C	-14	2.6	-0.6	9	3	-2.5	4	5	10
COCCNC(=O)C(=O)N/N=C/c1ccc(C(=O)OC)cc1	-6	-0.5	0.8	5	4	-1.4	-2	-11	19
C=CCOc1ccc(C(=O)NC2CCCCC2)cc1	-13	-0.3	0.7	13	5	-0.1	0	3	22
CCOC(=O)N1CCN(c2nc3ccccc3nc2C(C#N)S(=O)(=O)c2ccc(C)cc2)CC1 (configuration not stated)	-2	0.6	0.5	-12	-7	2.1	-3	14	37
CC(NC(=S)NCCc1ccccc1)C(c1cccs1)N1CCN(Cc2ccccc2)CC1 (configuration not stated)	1	1.3	-0.4	-5	6	-1.1	2	-3	7
CCOC(=O)c1c(/N=C/c2ccccc2O)sc2c1CCC2	-6	-0.6	0.0	3	3	0.1	18	-4	25
Cn1c(SCC(=O)N2CCN(c3ccccc3)CC2)nnc1-c1ccco1	-10	-1.1	1.6	2	-1	2.6	-1	-11	15
O=C(CC(=O)NC1CCCCC1)N/N=C/c1ccccc1F	-2	-1.8	0.0	9	-2	-0.9	-4	12	-10
Cn1cnnc1Sc1ccc(C(=O)OCC(=O)Nc2ccccc2)cc1[N+](=O)[O-]	-12	1.4	0.5	-8	2	3.8	8	17	8
